Screens as filed in PubChem.
TNAP activation fold – human TNAP enzyme activators, primary screen, biochemical, luminescent, no phosphate acceptor, uHTS (AID 1001) | Alkaline phosphatase, tissue-nonspecific isozyme (Homo sapiens) | purified TNAP, luminescent activation assay, no phosphate acceptor; higher activation fold means a stronger effect | one-dose activation fold at 20 µM; EC50 in µM for titrated hits | 200,000 compounds, 0.03% hits; in the data active means activation fold from about 3, or a potency from the dose series; inactive means the rest, 99 in 100 with activation fold below about 1.6; further: many of its hits are not listed in these tables
PMI inhibitors – inhibitors of human PMI, primary screen, biochemical, fluorescence intensity, coupled assay (AID 1209). Mannose-6-phosphate isomerase (Homo sapiens). purified PMI enzyme, coupled fluorescence intensity; higher % means a stronger effect. inhibition, % at 20 µM; hits with a dose series show IC50 in µM. 190,000 compounds, 0.42% hits;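 further: plate controls were DMSO vehicle for no effect and wells lacking substrate for full effect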
M1AAP inhibition – P. falciparum M1AAP inhibitors, biochemical, fluorogenic H-Leu-NHMec substrate, 1536-well (AID 1445); recombinant M1AAP, H-Leu-NHMec fluorogenic kinetic assay; higher % means a stronger effect; inhibition, % at 30 µM; hits with a dose series show IC50 in µM; 220,000 compounds, 0.42% hits;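 active means primary inhibition above the hit cutoff, then over 50% inhibition at one or more dose response concentrations, cut at about 23% in these data, passing the limit was not always enough; inconclusive means conflicting primary data, or primary hits not chosen for dose response; inactive means low primary inhibition, or under 50% at every dose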;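 further: plate controls were DMSO full reaction for no effect and no enzyme background for full effect; strong numbers were not always called active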
Yfh1-depleted yeast – enhancers of respiration in Yfh1-depleted yeast, dose response, Friedreich's ataxia, plus single-dose screen (AID 1465). S. cerevisiae Yfh1-off respiration, WST-1 reduction, 72 h; higher fold induction means a stronger effect. one-dose fold induction at 50 µM; EC50 in µM for titrated hits. 220,000 compounds, 0.074% hits;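 active means fold induction of absorbance versus untreated yeast above a set limit, then at least 30% activation at any dose in follow-up; inconclusive means repeats straddling the limit, or above it without dose testing; inactive means fold induction below the set limit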;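 further: activators that raise dye reduction in frataxin-depleted yeast; strong numbers were not always called active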
LYP inhibition – inhibitors of LYP phosphatase, biochemical, fluorescence intensity, uHTS (AID 1779) | 290,000 compounds, 0.054% hits | recombinant LYP phosphatase, fluorescence intensity; higher % means a stronger effect | inhibition, % at 11.5 µM; hits with a dose series show IC50 in µM | Tyrosine-protein phosphatase non-receptor type 22 (Homo sapiens);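 further: plate controls were vehicle with enzyme for no effect and no enzyme for full effect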
WT yeast gro inh – growth inhibition of WT strain, primary screen, mitochondrial fusion inhibitor project, WT and mutant strains, chemical genetic; mitochondrial fusion phenotypic screen; inhibition, % at 10 µM; 190,000 compounds, 2.1% hits; in the data active means inhibition above about 58%; tested in S. cerevisiae
P. falciparum M17LAP – P. falciparum M17LAP inhibitors, primary screen, biochemical, fluorogenic H-Leu-NHMec substrate, 1536-well (AID 1619). inhibition, % at 30 µM, or IC50 in µM where a hit was titrated. 220,000 compounds, 0.38% hits. recombinant M17LAP, H-Leu-NHMec fluorogenic kinetic assay; higher % means a stronger effect. Leucine aminopeptidase (Plasmodium falciparum (isolate 3D7));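 active means compound inhibiting the enzyme by more than half at any dose during confirmatory dose-response retesting; inconclusive means strong single-dose inhibitors picked by rank but not retested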;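 further: plate controls were full reaction with DMSO carrier for no effect and no enzyme background for full effect; strong numbers were not always called active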
XIAP antagonists – XIAP antagonists, biochemical, IAP family, fluorescence polarization (AID 1018) | E3 ubiquitin-protein ligase XIAP (Homo sapiens) | 200,000 compounds, 0.007% hits | XIAP BIR domain, fluorescence polarization peptide displacement; higher % means a stronger effect | one-dose displacement, % at 20 µM; IC50 in µM for titrated hits; in the data active means displacement above about 50%; further: a part of the inactive calls stands beside numbers as strong as those of hits
human PMI inhibitors – human PMI inhibitors, high substrate, primary screen, biochemical, fluorescence intensity, high mannose 6-phosphate (AID 1220); inhibition, % at 20 µM; hits with a dose series show IC50 in µM; recombinant PMI enzyme, coupled fluorescence intensity; higher % means a stronger effect; 190,000 compounds, 0.66% hits; Mannose-6-phosphate isomerase (Homo sapiens)
WT yeast gro inh mutant strain – also measured in WT yeast gro inh; calls as there; inhibition, %; mitochondrial fusion phenotypic screen, mutant strain inhibition
Numbers without * were called inactive; i = inactive; ? = inconclusive; / = not tested or not shown. Unless noted, no stated cut-off is given here; in the data, active means inhibition above about 50%; inactive means the rest.

no.	structure	TNAP activation fold	PMI inhibitors	M1AAP inhibition	Yfh1-depleted yeast	LYP inhibition	WT yeast gro inh	WT yeast gro inh mutant strain	P. falciparum M17LAP	XIAP antagonists	human PMI inhibitors
1	CC(=O)/C(=N\Nc1ccccc1Cl)Sc1nnc(-c2ccccc2)n1-c1ccccc1	0.9	-41%	5%	i	10%	17	3	-3%	-4.9%	-35%
2	Cc1ccc(Nc2ncnc3c2oc2ccccc23)cc1	1.2	6%	3%	/	-6%	26	37	7%	-5.5%	0%
3	CCn1c(=O)c(C(=O)NNS(=O)(=O)c2ccc(Cl)cc2)c(O)c2ccccc21	1.2	2%	17%	i	-1%	29	-10	11%	-2.9%	-7%
4	CCOCCCNC(=O)c1cn(C)c2ccc(S(=O)(=O)N(C)C3CCCCC3)cc2c1=O	1	-5%	3%	/	-6%	2	-10	10%	-1.5%	-4%
5	O=C1C2C3C=CC(C3)C2C(=O)N1c1nc2ccccc2s1 (stereo not given)	1.1	3%	-1%	i	-5%	-37	13	2%	-1.5%	10%
6	C/C(=N\NC(=O)c1n[nH]c2c1CCC2)c1cccs1	/	/	6%	i	3%	/	/	5%	/	/
7	Cc1ccc2occ(/C=N/NC(N)=S)c(=O)c2c1	1.1	4%	20%	i	-6%	16	13	22%	-2.7%	6%
8	COc1ccc(C(=O)N2CCCC(CCC(=O)NCc3ccc(F)c(F)c3)C2)o1 (stereo not given)	1	1%	3%	i	-2%	-4	1	2%	-5.1%	1%
9	Cc1nn(C(C)(C)C)c(OC(=O)c2ccc3c(c2)OCO3)c1S(=O)(=O)c1ccccc1	1	15%	7%	i	1%	44	42	8%	-4.1%	14%
10	COc1cccc(CN2CCNC(=O)C2CC(=O)NC2Cc3ccccc3C2)c1 (stereo not given)	1.1	6%	-11%	i	-6%	-7	-11	-2%	-2.0%	28%
11	CC1CCCN(S(=O)(=O)c2ccc(NC(=O)CN3CCN(C)CC3)cc2)C1 (stereo not given)	1	-5%	13%	i	-8%	14	0	15%	-9.3%	-12%
12	N#CCCS(=O)(=O)c1nnnn1-c1ccccc1	1.1	4%	/	i	0%	/	/	/	-0.9%	4%
13	Nc1ccccc1C(=O)N(Cc1ccccc1)Cc1ccccc1	1.1	3%	4%	i	-3%	20	7	6%	-3.1%	-2%
14	CCCn1nc2cc(C(=O)NCc3ccc(OC(F)(F)F)cc3)ccc2c1OCC	1.1	18%	-1%	i	-9%	26	21	-7%	-7.4%	17%
15	CC(OCC(O)CN(C)Cc1nc2ccccc2c(=O)[nH]1)c1ccc(Cl)cc1 (stereo not given)	1.9	-9%	-1%	i	-2%	0	-24	-1%	-7.1%	-1%
16	Cc1nnc2n1N=CC=C(C(C)(C)C)S2	1.2	0%	3%	i	-10%	12	7	3%	-7.5%	-1%
17	CCCNS(=O)(=O)c1ccc2c(c1)n(C)c(=O)n2C	1.1	3%	3%	i	-9%	-8	-8	5%	-4.2%	-1%
18	Cc1cc(C)c(CSc2ncnc3nc[nH]c23)c(C)c1	1.2	/	2%	i	2%	69*	66*	-11%	-4.8%	/
19	COC(=O)c1c(NC(=O)c2cccnc2)sc(C(=O)N(C)C)c1C	1	0%	10%	i	0%	-8	2	3%	-6.5%	4%
20	CCOC(=O)c1sc(-c2ccccc2)cc1N	1.1	21%	14%	i	2%	/	/	-8%	-2.6%	16%
21	Cc1ccc(/C(N)=N/OC(=O)CSc2ccccc2)cc1	1	6%	2%	i	-4%	10	12	-1%	-15%	9%
22	N#C/C(=C\c1cccc(O)c1)c1nc2ccccc2o1	/	/	7%	i	2%	/	/	14%	/	/
23	COc1ccc(-n2c(SCC#N)nnc2-c2cccnc2)cc1	1.1	4%	3%	i	-6%	-9	7	5%	0.4%	-7%
24	CN(C)c1ccc(/C=N/N=C2/NC(=O)/C(=C/c3ccc([N+](=O)[O-])cc3)S2)cc1	0.8	10%	3%	/	3%	17	9	15%	-2.6%	5%
25	O=C(OCC(=O)N1N=C(c2ccc(Cl)cc2)CC1c1ccco1)c1ccco1 (stereo not given)	1	11%	8%	i	5%	31	8	0%	-6.3%	16%
26	Cc1onc(-c2ccccc2Cl)c1C(=O)N/N=C(\N)COc1ccc(Cl)cc1	1	0%	-15%	/	6%	-14	-13	1%	-15%	3%
27	COc1ccc(NC(=O)CCNS(=O)(=O)c2ccc3c(c2)c(=O)n(C)c(=O)n3C)cc1	1	4%	-1%	i	-7%	15	-4	3%	-8.9%	1%
28	COc1cccc(N2CC(C(=O)Nc3ccc(C(=O)OC(C)C)cc3)CC2=O)c1 (stereo not given)	1.1	9%	6%	i	-8%	3	-3	-4%	-6.8%	6%
29	COCCn1c(SCC(=O)Nc2ccccc2C)nc2c(oc3ccccc32)c1=O	1.1	9%	2%	i	1%	-5	5	0%	-4.7%	-3%
30	O=C(O)c1ccc(NC(=O)c2cn(-c3ccccc3)nc2-c2ccc(Cl)cc2)cc1	1.1	10%	7%	i	3%	-26	14	5%	-6.1%	13%
31	COc1ccc(NC(=O)C(CC(=O)O)Cc2ccc(C)cc2)cc1 (stereo not given)	1.1	-7%	3%	i	0%	-9	-18	53%	-6.6%	-10%
32	Cn1ncc(Br)c1NC(=O)CSc1ccc(Cl)cc1	/	/	7%	i	0%	/	/	21%	/	/
33	COc1ccc(C(C(C(=O)c2ccco2)N2CCOCC2)N2CCOCC2)cc1 (stereo not given)	1.1	5%	4%	i	7%	3	6	15%	-1.5%	2%
34	CCNC(=S)N/N=C/c1cccs1	1.2	5%	1%	?	-4%	11	5	14%	-2.2%	1%
35	O=C(CN1CCCC1)Nc1nnc(-c2cccs2)s1	1	0%	13%	i	-3%	-28	-4	15%	-12%	-1%
36	O=C(c1ccc(CSc2nc3ccncc3[nH]2)cc1)N1CCCCC1	0.9	-2%	-2%	/	-2%	4	-6	-3%	0.4%	-10%
37	CCOC(=O)CN(C(=O)COc1nc(C)cc(C)c1C#N)c1ccc(Cl)cc1	/	/	2%	i	-1%	/	/	-1%	/	/
38	COCCn1c(SCC(=O)Nc2ccc(S(=O)(=O)N3CCOCC3)cc2)nc2ccccc21	1	7%	2%	i	-15%	35	49	-6%	-6.8%	1%
39	O=C(O)c1cccc(NS(=O)(=O)c2ccc(Cl)c(C(=O)O)c2)c1	1.1	3%	7%	i	-10%	16	9	-20%	-2.9%	2%
40	COc1ccc(NC(=O)C2CC(=O)n3ncnc3N2)cc1 (stereo not given)	1.1	-5%	3%	i	1%	-5	-6	12%	-7.2%	1%
41	CC1(C)CC(=NOC(=O)c2ccccc2)CC(C)(C)N1O	1.1	24%	4%	i	-4%	-18	-15	-5%	-1.5%	8%
42	N#CCCN(Cc1cccnc1)C(=S)Nc1ccc(OC(F)F)cc1	1.1	2%	-1%	i	-3%	-10	-10	8%	4.6%	1%
43	O=C(/C=C/c1ccc(F)cc1)Nc1cccc(S(=O)(=O)Nc2cccc(C(F)(F)F)c2)c1	1.1	13%	11%	i	0%	4	1	-1%	-7.8%	6%
44	O=c1c2ccccc2c(C=NCc2ccccn2)c(O)n1-c1ccccc1Cl	1.3	-5%	13%	i	-2%	-9	-14	-5%	-7.7%	2%
45	Cc1ccc(CN2CCCC(CO)(Cc3ccccc3C)C2)s1 (stereo not given)	1	15%	0%	i	-9%	15	22	-2%	-2.5%	13%
46	c1ccc(C(c2ccccc2)N2CCN(Cc3nnnn3C3CCCCC3)CC2)cc1	1	14%	11%	i	-4%	25	-18	-1%	-5.2%	15%
47	COc1cccc(C2=NOC(C(=O)Nc3cccnc3Cl)C2)c1 (stereo not given)	1.1	-8%	9%	i	-6%	5	-23	2%	-2.2%	-2%
48	O=C1CS/C(=N/N=C\c2ccn[nH]2)N1	/	/	5%	i	-2%	/	/	5%	/	/
49	CC1CCN(S(=O)(=O)c2cn(CC(=O)N3CC(C)CC(C)C3)c(=O)c3ccccc23)CC1 (stereo not given)	1.1	-11%	-2%	i	2%	5	6	8%	-0.7%	-8%
50	CCc1ccc2c(c1)cc(CN(Cc1ccco1)C(C)=O)c1nnnn12	1.1	5%	-1%	i	-3%	-4	-5	5%	-2.5%	3%

Reformatted with one line to a screen: entries from further up.
39) O=C(O)c1cccc(NS(=O)(=O)c2ccc(Cl)c(C(=O)O)c2)c1
40) COc1ccc(NC(=O)C2CC(=O)n3ncnc3N2)cc1 (stereo not given)
41) CC1(C)CC(=NOC(=O)c2ccccc2)CC(C)(C)N1O
42) N#CCCN(Cc1cccnc1)C(=S)Nc1ccc(OC(F)F)cc1
43) O=C(/C=C/c1ccc(F)cc1)Nc1cccc(S(=O)(=O)Nc2cccc(C(F)(F)F)c2)c1
44) O=c1c2ccccc2c(C=NCc2ccccn2)c(O)n1-c1ccccc1Cl
45) Cc1ccc(CN2CCCC(CO)(Cc3ccccc3C)C2)s1 (stereo not given)
46) c1ccc(C(c2ccccc2)N2CCN(Cc3nnnn3C3CCCCC3)CC2)cc1
47) COc1cccc(C2=NOC(C(=O)Nc3cccnc3Cl)C2)c1 (stereo not given)
48) O=C1CS/C(=N/N=C\c2ccn[nH]2)N1
screen / no. | 39 | 40 | 41 | 42 | 43 | 44 | 45 | 46 | 47 | 48
TNAP activation fold | 1.1 | 1.1 | 1.1 | 1.1 | 1.1 | 1.3 | 1 | 1 | 1.1 | /
PMI inhibitors | 3% | -5% | 24% | 2% | 13% | -5% | 15% | 14% | -8% | /
M1AAP inhibition | 7% | 3% | 4% | -1% | 11% | 13% | 0% | 11% | 9% | 5%
Yfh1-depleted yeast | i | i | i | i | i | i | i | i | i | i
LYP inhibition | -10% | 1% | -4% | -3% | 0% | -2% | -9% | -4% | -6% | -2%
WT yeast gro inh | 16 | -5 | -18 | -10 | 4 | -9 | 15 | 25 | 5 | /
WT yeast gro inh mutant strain | 9 | -6 | -15 | -10 | 1 | -14 | 22 | -18 | -23 | /
P. falciparum M17LAP | -20% | 12% | -5% | 8% | -1% | -5% | -2% | -1% | 2% | 5%
XIAP antagonists | -2.9% | -7.2% | -1.5% | 4.6% | -7.8% | -7.7% | -2.5% | -5.2% | -2.2% | /
human PMI inhibitors | 2% | 1% | 8% | 1% | 6% | 2% | 13% | 15% | -2% | /
